# GSK3 alpha inh – blocks human GSK-3 alpha kinase. ADP-Glo luminescence, 60 min. inhibition, % at 10 µM. 0.1% of 320,000 active. P49840;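 in the data active means inhibition above about 50%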;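 further: GST-tagged GSK-3 alpha with peptide substrate and 25 µM ATP; 0% = DMSO neutral wells and 100% = GW8510 positive control wells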
# HDAC3 inhib – blocks human histone deacetylase 3 | O15379 | recombinant HDAC3, fluorogenic peptide/trypsin coupled, fluorescence | inhibition, % at 8.3 µM | 0.15% of 320,000 active; in the data active means inhibition above about 26%, passing the limit was not always enough; inconclusive means no clear call, values can overlap the other calls
# Target sequence (O15379 whole entry, looked up): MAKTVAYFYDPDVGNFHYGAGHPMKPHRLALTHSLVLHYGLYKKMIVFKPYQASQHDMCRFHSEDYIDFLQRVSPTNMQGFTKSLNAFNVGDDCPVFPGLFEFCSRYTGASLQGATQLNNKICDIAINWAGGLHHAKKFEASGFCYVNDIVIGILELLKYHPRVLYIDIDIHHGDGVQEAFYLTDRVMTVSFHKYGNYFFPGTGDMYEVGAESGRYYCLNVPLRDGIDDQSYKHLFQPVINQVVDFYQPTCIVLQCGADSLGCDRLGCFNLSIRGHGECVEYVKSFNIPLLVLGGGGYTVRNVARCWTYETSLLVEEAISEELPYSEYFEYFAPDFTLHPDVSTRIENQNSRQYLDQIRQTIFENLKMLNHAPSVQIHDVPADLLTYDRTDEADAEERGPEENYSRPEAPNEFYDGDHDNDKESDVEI
# KCNK3 inh – human KCNK3 channel inhibition, primary screen; B-score at 10 µM; AID 602410; CHO-KCNK3 thallium flux, FluxOR fluorescence; active compounds read low; 0.84% of 340,000 active;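 active means B-score under library mean minus 4 SD, starting fluorescence ratio at most library mean plus 5 SD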;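 further: more negative B-score means stronger inhibition of thallium flux through KCNK3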
# Target sequence (O14649 whole entry, looked up): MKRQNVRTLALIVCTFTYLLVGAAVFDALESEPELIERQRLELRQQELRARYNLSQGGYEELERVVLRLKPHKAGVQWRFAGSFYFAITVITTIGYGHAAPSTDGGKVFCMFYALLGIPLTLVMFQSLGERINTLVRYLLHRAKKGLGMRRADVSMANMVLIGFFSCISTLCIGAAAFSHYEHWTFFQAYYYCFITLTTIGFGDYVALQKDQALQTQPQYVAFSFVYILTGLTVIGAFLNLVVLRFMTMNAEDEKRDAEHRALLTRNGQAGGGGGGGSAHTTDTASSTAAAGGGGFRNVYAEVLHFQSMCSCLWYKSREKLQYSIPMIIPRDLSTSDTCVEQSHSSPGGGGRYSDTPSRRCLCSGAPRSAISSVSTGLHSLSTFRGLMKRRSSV
# * marks the source's active call; other numbers are inactive results; i = inactive; u = inconclusive. The list is partial; count on the stated rates, not on these rows.
GSK3 alpha inh	HDAC3 inhib	KCNK3 inh	mol
-1	-8	i	O=C(CN1C(=O)NC2(CCCc3ccccc32)C1=O)NCc1cccs1 (configuration not stated)
0	-3	i	CC(=O)NCc1ccc(C(=O)CSc2nnc(C3CC3)n2C2CC2)cc1
0	2	i	O=C(NC1CCN(Cc2ccc(Cl)cc2)CC1)c1cn(-c2ccccc2)nc1-c1cccnc1
6	-3	i	Cn1c(CC(=O)NNC(=O)c2ccc(F)cc2F)nc2ccccc21
-3	u	i	Cc1ccc(NC(=O)C2COc3ccccc3O2)cc1S(=O)(=O)N1CCCCC1 (configuration not stated)
-1	-6	i	COc1ccc(OCCCC(=O)Nc2ccc(OC)c(S(=O)(=O)N3CCOCC3)c2)cc1
-1	-6	i	CC[C@]12c3[nH]c4ccccc4c3CCN1C(=O)C(CC(=O)NC(C)(C)C)C[C@@H]2C(=O)N1CCN(C(=O)C2CC2)CC1 (some centres not stated)
-3	1	i	Cc1ccc(S(=O)(=O)N2CCOCC2)cc1NC(=O)COC(=O)c1cncc(Br)c1
0	-2	i	Cc1ccsc1C(=O)N1CCN(c2ncccn2)CC1
2	-4	i	Cc1noc(C)c1COc1ccccc1C(=O)N(C)Cc1ccco1
0	2	i	COc1ccc(C(=O)OCC(=O)Nc2ccc(N3CCOCC3)cc2)cc1OC
-2	-1	i	CC1(c2ccccc2Br)NC(=O)N(CC(=O)NC2CCCCC2)C1=O (configuration not stated)
2	0	i	O=C(CN1CCSC1=O)N1CCN(S(=O)(=O)c2ccc(Cl)cc2)CC1
-4	-5	i	COc1ccc(S(=O)(=O)N2CCOCC2)cc1NC(=O)CSc1ccc(F)cc1
-3	2	i	CC1CCCC(NC(=O)COC(=O)CCC(=O)c2ccc(F)cc2)C1C (configuration not stated)
2	-13	i	COc1cc(OC)c(N(C)S(=O)(=O)c2cccc(C(=O)Nc3nccs3)c2)cc1Cl
-1	8	i	COc1ccc(S(=O)(=O)N2CCCCC2)cc1NC(=O)COC(=O)c1ccco1
1	5	i	CC1CCN(C(=O)c2[nH]cnc2C(=O)NCCCCCNC(=O)OC(C)(C)C)CC1
1	1	i	Cc1onc(-c2ccccc2)c1C(=O)NCC(=O)Nc1cc(Cl)ccc1Cl
-1	-45	i	O=C(NCCCN1CCOCC1)c1cc(-c2ccco2)nc2ccccc12
-3	6	i	CC(OC(=O)/C=C/c1ccco1)C(=O)NC1CCCCC1C (configuration not stated)
0	-13	i	O=C(COC(=O)c1ccc(F)c(S(=O)(=O)N2CCOCC2)c1)NCc1ccc2c(c1)OCO2
-1	3	i	CCN(CC)C(=O)[C@H]1CC(CC(=O)NCc2ccco2)C(=O)N2CCc3c([nH]c4ccccc34)[C@]12C (some centres not stated)
1	-5	i	O=C(COC(=O)CNC(=O)C1CCCCC1)Nc1ccccc1OC(F)F
-2	4	i	Cc1cc(C)c(OCC(=O)NCCCn2nc(C)cc2C)c(C)c1
-3	1	i	Cc1cc(C)n2nc(SCC(=O)N3CCCC(C)C3)nc2n1 (configuration not stated)
-5	1	i	CC(O)CO (configuration not stated)
-5	-2	i	Cc1c(C(=O)Nc2nccs2)oc2ccc(F)cc12
-1	1	i	O=C(NNC(=O)c1ccc(-n2cncn2)c([N+](=O)[O-])c1)c1ccccc1
-4	5	i	CC(C)(c1cc(Br)c(O)c(Br)c1)c1cc(Br)c(O)c(Br)c1
-1	-4	i	COc1cc(NC(=O)CN2CCN(S(=O)(=O)/C=C/c3ccccc3)CC2)cc(OC)c1OC
6	-2	i	CC(OC(=O)Cn1[nH]c(=O)c2ccccc2c1=O)C(=O)Nc1ccc(Cl)cn1 (configuration not stated)
-2	0	i	COc1cccc(OCC(=O)NCC2CCCO2)c1 (configuration not stated)
-1	4	i	Cc1nc(SC(C)C(=O)NC2CCCC2)c2ccccc2n1 (configuration not stated)
4	-5	i	CCCN(CC(=O)Nc1ccccc1OC)C(=O)CSC(=S)N1CCCC1
-1	-4	i	O=C(COC(=O)CCNS(=O)(=O)c1cccs1)Nc1ccccc1
-4	6	i	O=C(Nc1cccc(S(=O)(=O)N2CCCCC2)c1)c1cncc(Br)c1
0	-2	i	COCCN(C(=O)CSCc1ccc(C)cc1)c1c(N)n(CC(C)C)c(=O)[nH]c1=O
-1	-6	i	O=C(CSc1nnc(Cc2ccccc2)o1)Nc1ccc(N2CCOCC2)cc1
-1	2	i	CCOc1ccc(NC(=O)COC(=O)c2ccc3c(c2)OCCO3)cc1
-3	-10	i	C/C=C/C=C/C(=O)O
2	12	i	CC1(C)CC2CC(C)(CN2S(=O)(=O)c2ccc(F)cc2F)C1 (configuration not stated)
-4	4	i	N#Cc1ccccc1OCC(=O)Nc1nnc(C2CC2)s1
-1	-9	i	Cc1ccc(C(=O)NCC(=O)OCC(=O)c2c(N)n(C)c(=O)n(C)c2=O)cc1C
-4	-6	i	Cc1c(C(=O)O)sc(S(=O)(=O)N2CCN(C(=O)Cc3ccccc3Cl)CC2)c1C(=O)O
-3	4	i	O=C(c1ccccc1NS(=O)(=O)c1ccc(F)cc1F)N1CCCCC1
-1	-6	i	CCOCCCn1c(SC(C)C(=O)NCC2CCCO2)nc2sc(C)c(C)c2c1=O (configuration not stated)
-2	-6	i	Cc1nc(NC(=O)COC(=O)CCc2ccccc2)c(Cl)cc1Cl
-6	3	i	O=S(=O)(N=C(NS(=O)(=O)c1ccc(Cl)cc1)c1ccccc1)c1ccc(Cl)cc1
0	3	i	N#Cc1ccccc1OCC(=O)NNC(=O)CCNC(=O)c1ccccc1

# (continued)
GSK3 alpha inh	HDAC3 inhib	KCNK3 inh	mol
-3	4	i	CN(C(=O)CN1CCN(c2cnn(-c3ccccc3)c(=O)c2Cl)CC1)C1CCS(=O)(=O)C1 (configuration not stated)
0	-5	i	CC(C)NC(=O)N(C)C[C@@H]1Oc2c(NC(=O)C3CCOCC3)cccc2C(=O)N([C@@H](C)CO)C[C@H]1C
-6	1	i	O=C(Nc1cc(S(=O)(=O)N2CCOCC2)ccc1O)c1ccc(S(=O)(=O)N2CCCCC2)cc1
-2	-1	i	Cc1ccc(S(=O)(=O)N2CCN(C(=O)CCCOc3cccc(C)c3)CC2)cc1
-1	8	i	COc1ccc(C(C)=O)cc1COC(=O)[C@H](Cc1ccccc1)NC(=O)c1ccco1
7	0	i	C#CCOCCOCCOCCNc1nc(N2CCN(C(=O)[C@H](CCCN=C(N)N)n3cc(C(N)[C@@H](C)CC)nn3)CC2)nc(N2CCN(C(=O)[C@H](CCC(=O)O)n3cc([C@@H](N)CC(N)=O)nn3)CC2)n1 (some centres not stated)
3	-4	i	O=C(COC(=O)/C=C/c1ccc(F)cc1)NCc1cccs1
51*	3	i	O=C(COC(=O)c1cc(S(=O)(=O)N2CCOCC2)ccc1F)Nc1ccc(Cl)cn1
1	3	i	O=C(Cc1ccccc1[N+](=O)[O-])NNC(=O)c1ccncc1
0	0	i	O=C(COc1ccc(-c2nnco2)cc1)N1CCOCC1
1	1	i	CN1CCN(c2ccc(NC(=O)c3cc(S(N)(=O)=O)ccc3N3CCOCC3)cc2)CC1
2	1	i	O=C(COC(=O)c1ccccn1)NCc1ccc(Cl)cc1Cl
-1	13	i	O=C(/C=C/c1ccccc1Cl)OCC(=O)c1ccc[nH]1
-4	3	i	CCOC(=O)c1c(C)[nH]c(C(=O)COc2ccc3ccc(=O)oc3c2)c1C
3	-3	i	NS(=O)(=O)c1cccc(NC(=O)COC(=O)CNC(=O)c2ccc(-c3ccccc3)cc2)c1
-4	2	i	COc1ccc(NC(=O)C(C)N=C2NS(=O)(=O)c3ccccc32)cc1S(N)(=O)=O (configuration not stated)
-4	-2	i	CCC(=O)OCCn1c(=O)c2cc3c(=O)n(CCOC(=O)CC)c(=O)c3cc2c1=O
-2	0	i	O=C(CN1C(=O)NC2(CCCCC2)C1=O)Nc1ccc(Cl)c(S(=O)(=O)N2CCOCC2)c1
3	-26	i	Nc1nccnc1C(=O)OCC(=O)NC1CCCc2ccccc21 (configuration not stated)
1	3	i	CCCc1cc(=O)[nH]c(SCC(=O)Nc2ccc(C)c(S(=O)(=O)N3CCCCC3)c2)n1
2	-3	i	O=C(COc1ccc(F)cc1Br)NCc1nnc2ccccn12
-4	4	i	COc1ccc(S(=O)(=O)N2CCN(C(=O)c3cc4c(s3)CCC4)CC2)cc1
0	-8	i	Cc1ccc(S(=O)(=O)NCCC(=O)NCc2ccc(Cl)cc2)cc1C
-1	3	i	COc1ccc(NC(=O)CN(C)C(=O)C2(c3ccccc3)CCCC2)cc1
-2	-10	i	Cc1cc(C)n2nc(C(=O)OCC(=O)N(C)CC(=O)Nc3ccc(F)cc3)nc2n1

# Part of the list above in order of number of heavy atoms, ascending:
GSK3 alpha inh	HDAC3 inhib	KCNK3 inh	mol
-3	-10	i	C/C=C/C=C/C(=O)O
2	0	i	O=C(CN1CCSC1=O)N1CCN(S(=O)(=O)c2ccc(Cl)cc2)CC1
1	1	i	Cc1onc(-c2ccccc2)c1C(=O)NCC(=O)Nc1cc(Cl)ccc1Cl
0	2	i	COc1ccc(C(=O)OCC(=O)Nc2ccc(N3CCOCC3)cc2)cc1OC
2	-13	i	COc1cc(OC)c(N(C)S(=O)(=O)c2cccc(C(=O)Nc3nccs3)c2)cc1Cl
3	-3	i	NS(=O)(=O)c1cccc(NC(=O)COC(=O)CNC(=O)c2ccc(-c3ccccc3)cc2)c1
-1	-6	i	CC[C@]12c3[nH]c4ccccc4c3CCN1C(=O)C(CC(=O)NC(C)(C)C)C[C@@H]2C(=O)N1CCN(C(=O)C2CC2)CC1 (some centres not stated)

# Looked up above.
# O=C(Cc1ccccc1[N+](=O)[O-])NNC(=O)c1ccncc1 in GSK3 alpha inh is entered as 1
# Cc1ccc(S(=O)(=O)NCCC(=O)NCc2ccc(Cl)cc2)cc1C in GSK3 alpha inh is entered as 0

# Going on with the list.
GSK3 alpha inh	HDAC3 inhib	KCNK3 inh	mol
0	2	i	C=CCn1c(SCC(=O)NCC2CCCO2)nc2sc(CC)cc2c1=O (configuration not stated)
1	-4	i	CN(C(=O)COC(=O)c1ccc(CN2CCCC2=O)cc1)c1ccccc1
0	-3	i	CCC(C)NC(=O)c1ccc(Cl)c(S(=O)(=O)Nc2ccccc2N2CCOCC2)c1 (configuration not stated)
-1	-1	i	Cc1ccccc1C#N
0	4	i	COc1ccc(C(=O)NNC(=O)Cc2nc3ccccc3n2C)cc1
-1	-7	i	O=C(OCC(=O)N1CCCCC1)c1ccc(OC(F)(F)F)cc1
0	4	i	CCN(C[C@H]1N[C@@](Cc2ccccc2)(C(=O)OC)[C@H]2C(=O)N(Cc3ccccc3)C(=O)[C@@H]12)S(=O)(=O)c1ccc(OC(F)(F)F)cc1
-1	-7	i	COc1cccc(Oc2ccc(C(F)(F)F)cc2NC(=O)CN2C(=O)NC3(CCCC3)C2=O)c1
-2	-2	i	CC[C@]12c3[nH]c4ccccc4c3CCN1C(=O)C(CC(=O)NCCCn1ccnc1)C[C@@H]2C(=O)N1CCN(C(=O)C2CC2)CC1 (some centres not stated)
-2	-3	i	COC(=O)C[C@H](NC(=O)Cn1cnc2c(SC)nc(N)nc21)C(=O)OC
-4	7	i	Cc1cccc(C)c1NC(=O)CNC(=O)C(C)N1CCCCC1 (configuration not stated)
-4	0	i	CC(=O)Nc1cccc(O)c1
1	-6	i	CCN(CC)S(=O)(=O)c1ccc(N2CC(C(=O)NCCc3ccc(Cl)cc3)CC2=O)cc1 (configuration not stated)
0	7	i	Cc1ccc(S(=O)(=O)N2CCN(C(=O)CNC(=O)c3ccc(Cl)cc3)CC2)cc1
-6	2	i	CCN(c1ccc(C(=O)CSc2nnc(C3CC3)n2C2CC2)cc1)S(C)(=O)=O
1	-1	i	CCN(Cc1ccccc1)C(=O)COC(=O)c1cc(S(=O)(=O)Nc2ccccc2OC)ccc1O
-3	2	i	Cc1ccsc1CN(C)C(=O)CN1C(=O)NC(c2ccccc2)(c2ccccc2)C1=O
-3	1	i	CN(C)S(=O)(=O)c1ccc(SCC(=O)N2CC(=O)Nc3ccccc32)nc1
-6	10	i	CCCC[C@@H]1C=C(C(=O)O)[C@H](c2ccc(Cl)c(Cl)c2)N1S(=O)(=O)c1ccc(C)cc1
11	1	i	Cc1nc(-c2cccc(NC(=O)c3ccc(-n4nccc4C)cc3)c2)cs1
-2	6	i	O=C(CN1C(=O)NC2(CCCCC2)C1=O)Nc1cccc(Cl)c1Cl
-4	1	i	O=C(CNC(=O)C1CC1)Nc1ccc(F)c(F)c1F
0	-7	i	O=C(COC(=O)c1ccc2c(c1)OCO2)Nc1ccccc1OC(F)F
-3	-2	i	O=C(COC(=O)c1ccc(S(=O)(=O)N2CCCC2)cc1)Nc1cccc(Cl)c1
0	11	i	CCOc1cc(C(=O)Nc2cc(F)ccc2C)ccc1OCC(=O)N1CCOCC1

# Printed as active in GSK3 alpha inh, among the entries above:
GSK3 alpha inh	HDAC3 inhib	KCNK3 inh	mol
51*	3	i	O=C(COC(=O)c1cc(S(=O)(=O)N2CCOCC2)ccc1F)Nc1ccc(Cl)cn1

# Bioassay records as filed in PubChem.
